UHRF1 MBD2 ctr: UHRF1 methylated DNA binding inhibitors, primary screen, counter-screen for MBD2 inhibitor project, biochemical, TR-FRET, human UHRF1, single concentration; AID 687016, 2013; hit rate 0.75% among 370,000; inhibition, % at 4.4 µM; UHRF1 binding to methylated oligo; in the data active = inhibition above about 21%;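 note: UHRF1 SRA domain binding a hemimethylated CpG hairpin DNA probe; 0% = median of test compound wells and 100% = reference inhibitor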
SIAE inh: human SIAE inhibitors, primary screen, biochemical, fluorescence polarization, FP-Rh probe, 1536-well HTS; Sialate O-acetylesterase (Homo sapiens), Q9HAT2; SIAE FP-Rh probe binding; inhibition, % at 9.66 µM; hit rate 0.69% among 370,000;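 active = inhibition above a cutoff: mean of compounds within the control limits plus 3 SD of those, cut at about 17% in these data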;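 note: 0% = plate median of compound wells and 100% = probe without SIAE protein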
proKLK7 act: proKLK7 zymogen activators, primary screen, biochemical, fluorescence intensity; activation, % at 7 µM; hit rate 0.9% among 370,000; purified proKLK7, EDANS-DABCYL substrate fluorescence; 100% is mature enzyme control, 0% vehicle;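 active = activation above the mean of all tested compounds plus 3 SD, computed per campaign excluding outliers beyond control limits, cut at about 13% in these data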
Target sequence (P49862 whole entry, looked up): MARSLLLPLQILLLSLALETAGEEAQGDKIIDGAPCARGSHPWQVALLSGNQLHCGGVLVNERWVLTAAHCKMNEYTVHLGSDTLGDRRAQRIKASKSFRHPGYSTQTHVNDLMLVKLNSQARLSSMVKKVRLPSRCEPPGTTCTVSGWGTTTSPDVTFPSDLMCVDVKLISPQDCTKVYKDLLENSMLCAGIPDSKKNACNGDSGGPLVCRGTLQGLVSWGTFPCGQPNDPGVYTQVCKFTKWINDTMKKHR
Tn7 DDE FP: inhibitors of Tn7 peptide binding to fibrin DD(E), primary screen, biochemical, fluorescence polarization, human fibrin, Tn7 probe. Fibrinogen beta chain (Homo sapiens), P02675. FP displacement of FITC-Tn7 peptide from fibrin DD(E); 0% = median of compound wells per plate. inhibition, % at 8.3 µM. hit rate 0.13% among 370,000. AID 720508, 2013;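 active = inhibition above the mean of compounds falling within the control limits plus 3 SD of them, cut at about 14% in these data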;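 note: 0% = plate median of compound wells and 100% = 10 µM Aha-Tn7 peptide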
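system = human fibrin DD(E) protein | quantity = DD(E) 2 µM final | medium = Tris/NaCl/CaCl2 buffer, pH 7.8 | also added = labelled Tn7 tracer, 0.1 µM | compound dosing = single point at 8.3 µM | timing = compound with protein 10 min, then 3 h after probe, room temperature | signal = FP measurement | benchmarks = Aha-Tn7 high control | repeats = one replicate per compound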
PRMT1 FP inh: PRMT1 methyltransferase inhibitors, primary screen, biochemical, fluorescence polarization. Protein arginine N-methyltransferase 1 (Homo sapiens), Q99873. recombinant PRMT1, activity-based probe fluorescence polarization. inhibition, % at 2.79 µM. hit rate 1.3% among 370,000. AID 652257, 2013;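 active = inhibition above about 21% made by adding two undisclosed values, limit read from the data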
Target sequence (Q99873 whole entry, looked up): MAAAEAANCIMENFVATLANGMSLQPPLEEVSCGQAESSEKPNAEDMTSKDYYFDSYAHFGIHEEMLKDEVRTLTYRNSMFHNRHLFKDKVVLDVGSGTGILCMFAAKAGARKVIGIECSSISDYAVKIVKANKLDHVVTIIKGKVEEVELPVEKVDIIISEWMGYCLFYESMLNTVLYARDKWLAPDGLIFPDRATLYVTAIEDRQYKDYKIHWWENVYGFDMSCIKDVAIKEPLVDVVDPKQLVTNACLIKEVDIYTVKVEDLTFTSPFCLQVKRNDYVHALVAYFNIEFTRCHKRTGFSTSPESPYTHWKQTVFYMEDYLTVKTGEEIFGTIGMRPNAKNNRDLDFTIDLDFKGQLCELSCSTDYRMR
DDE Tn6 FP inh: inhibitors of Tn6 peptide binding to fibrin DD(E), primary screen, biochemical, fluorescence polarization, human fibrin, Tn6 probe. Fibrinogen beta chain (Homo sapiens), P02675. Fibrin DD(E) TRITC-Tn6 fluorescence polarization displacement. inhibition, % at 8.3 µM. hit rate 0.21% among 370,000;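 active = inhibition above a per-campaign cutoff: mean of compounds within control limits plus 3 SD, cut at about 15% in these data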;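 note: 0% = median of all compound wells on the plate and 100% = blocking peptide control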
TCR CD3 inh: inhibitors of human TCR-CD3 interaction, primary screen, biochemical, fluorescence, TAMRA-labeled TCR probe | T-cell receptor (TCR) | inhibition, % at 9.4 µM | hit rate 0.37% among 360,000; in the data active = inhibition above about 19%;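 note: recombinant mutant TCR 2C K166C tagged with TAMRA read by polarization; 0% = receptor in buffer alone and 100% = receptor with positive control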
MBD2 inh: inhibitors of MBD2 binding to methylated DNA, primary screen, biochemical, TR-FRET, DNA-binding domain, human. Methyl-CpG-binding domain protein 2 (Homo sapiens), Q9UBB5. MBD2 binding to methylated oligonucleotide. inhibition, % at 4.4 µM. hit rate 0.31% among 370,000; in the data active = inhibition above about 13%
TDP2 inh: human TDP2 enzyme inhibitors, primary screen, biochemical, epi absorbance, recombinant enzyme. Tyrosyl-DNA phosphodiesterase 2 (Homo sapiens), O95551. T5PNP hydrolysis, p-nitrophenol absorbance 415 nm. inhibition, % at 12.8 µM. hit rate 0.34% among 370,000. AID 720702, 2013;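 active = inhibition above the mean of all tested compounds plus 3 SD, set per campaign, cut at about 25% in these data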;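 note: 0% = DMSO with enzyme and 100% = buffer with substrate but no TDP2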
Target sequence (O95551 whole entry, looked up): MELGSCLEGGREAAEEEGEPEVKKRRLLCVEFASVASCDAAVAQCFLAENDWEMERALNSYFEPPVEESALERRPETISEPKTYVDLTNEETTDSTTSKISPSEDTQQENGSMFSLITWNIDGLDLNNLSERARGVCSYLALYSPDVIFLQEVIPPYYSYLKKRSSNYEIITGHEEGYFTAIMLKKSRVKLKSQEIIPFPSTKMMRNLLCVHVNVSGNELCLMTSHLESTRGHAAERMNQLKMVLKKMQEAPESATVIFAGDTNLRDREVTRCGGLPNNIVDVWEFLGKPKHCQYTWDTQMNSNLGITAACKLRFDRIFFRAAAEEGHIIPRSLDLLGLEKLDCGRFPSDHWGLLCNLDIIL
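System – recombinant human TDP2 · Amount – 120 nM TDP2 per well · Buffer or medium – Mg2+-containing Tris-HCl buffer, pH 7.5 · Reagent – T5PNP substrate, 5 mM · Dosing – 12.8 µM single point, 1% DMSO · Incubation – 2 h at 37 °C · Measured by – epi absorbance · Read-out basis – percent inhibition · Benchmarks – high control without enzyme, low control DMSO plus TDP2 · Repeats – singlicate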
LEDGF integ inh: blockers of LEDGF/p75-dependent integrase strand transfer – biochemical, TR-FRET, high throughput, primary screen | HIV-1 integrase (with human LEDGF/p75) | TR-FRET IN-LEDGF/p75 DNA integration, Eu/Cy5 | inhibition, % at 3.7 µM | hit rate 0.64% among 370,000 | AID 743269, 2014;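 active = inhibition above the screen-wide mean plus 3 SD, cut at about 13% in these data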;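 note: signal is the Cy5 over europium emission ratio at 671 and 618 nm; 0% = plate median of compound wells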
Numbers without * were called inactive; / = not tested or not shown.

SMILES	UHRF1 MBD2 ctr	SIAE inh	proKLK7 act	Tn7 DDE FP	PRMT1 FP inh	DDE Tn6 FP inh	TCR CD3 inh	MBD2 inh	TDP2 inh	LEDGF integ inh
CC1OC(c2ccccc2)OC2COC(c3ccccc3)OC12 (stereo unspecified)	16.9	3.4	-0.5	3.9	1.4	2.3	-2.5	4.2	-2.0	-5.0
CCn1c(CNc2ccc(Cl)cc2)nnc1SCC(=O)OC1CCCCC1	-7.1	2.2	0.5	2.2	-2.9	0.6	-6.6	-7.2	1.6	2.4
COc1ccc(NC(=O)CN(C)S(=O)(=O)c2ccc3c(c2)CCCN3C(C)=O)cc1	-1.2	5.2	0.3	1.2	0.5	8.2	7.9	-0.3	9.2	0.1
CC(N)c1csc(Nc2ccc(S(C)(=O)=O)cc2)n1 (stereo unspecified)	-0.9	6.9	0.7	3.3	1.5	10.7	0.6	-4.0	-2.7	0.2
COc1ccccc1N1CCN(N=Cc2ccccc2Br)CC1	2.4	2.0	0.3	2.7	-0.9	-11.1	/	6.6	-0.1	2.2
CCCCN1C(=O)C(=O)N(CC(=O)N2CCN(c3ccccc3)CC2)C1=O	1.1	-4.4	0.1	-1.6	8.3	0.9	2.8	1.3	7.3	2.0
CCCCCCn1c(=O)c(-c2ccccc2)c(O)c2ccccc21	9.5	6.1	0.3	5.8	-0.9	4.3	-5.3	-3.0	2.0	3.3
O=C(Nc1cc(Cl)ccc1Cl)C1CC(=O)N(c2ccc(Br)cc2)C1 (stereo unspecified)	2.0	-10.9	0.1	-0.6	0.0	1.9	-5.9	-0.2	-0.3	-0.7
O=C(NNc1ccccc1[N+](=O)[O-])Nc1ccc(F)cc1	-1.4	-1.4	0.6	4.7	1.0	0.5	-7.0	-1.0	0.5	-2.6
COc1cccc(CNC(=O)C2CCCN(c3cnccn3)C2)c1 (stereo unspecified)	-2.5	4.3	0.6	-1.9	-3.5	-2.9	3.4	2.1	3.6	0.2
N#Cc1ccc(-c2csc(NC(=O)C3CC3)n2)cc1	0.7	-0.9	-0.2	-4.0	6.0	1.5	-2.3	-0.2	-3.9	0.7
O=C1NC(=O)C(=Cc2ccccc2[N+](=O)[O-])S1	-12.8	-3.0	1.1	1.2	9.3	-4.7	-0.8	-13.9	24.8*	-0.1
COc1ccc(/C=N/NC(=O)c2ccccc2OCc2ccccc2)c(OC)c1	-0.2	-5.5	-0.8	4.2	0.8	-9.8	10.3	5.3	9.5	0.6
CC1(C)C(=O)NCCN1C(=O)c1ccc2nc(Cc3ccccc3F)oc2c1	-0.6	-3.2	0.9	1.0	-5.5	8.2	8.4	-4.8	9.1	-1.3
C=CCNC(=O)CN(c1cccc(Br)c1)S(C)(=O)=O	1.6	-1.1	0.4	1.0	-0.6	-9.8	-3.7	-5.7	-3.9	-1.4
COCCNC(=O)c1cc2c(=O)n(C)c3ccccc3c2n1C	1.3	-2.4	0.9	5.7	-3.9	-1.4	3.4	-9.7	0.8	2.3
COc1ccc(CN(C)C(=O)C23CC4CC(CC(Cl)(C4)C2)C3)c(OC)c1OC	-2.1	0.6	0.8	-0.5	-1.7	-1.3	8.0	4.1	6.0	2.8
O=C(Nc1cccc(-c2ccc(N3CCCCC3)nn2)c1)C(F)(F)F	1.4	4.2	-1.1	-7.5	-1.5	-2.2	-0.3	-2.6	-12.0	2.6
CCCNc1c(NC(C)=O)c(=O)oc2ccccc12	-1.1	1.2	-0.6	4.4	1.6	4.3	8.7	-4.6	-0.5	1.4
CC(C)OCCCNC(=O)c1ccc(NS(C)(=O)=O)cc1	3.1	-2.2	-0.3	4.3	-0.7	13.4	-5.6	0.9	-3.0	-8.4
Brc1ccccc1OCCCn1cnc2ccccc21	1.9	-4.2	-0.3	11.2	-2.1	-3.6	-1.0	-0.5	15.6	0.0
COC(=O)c1ccc(C2Nc3ccccc3NC3=C2C(=O)CC(C)(C)C3)cc1 (stereo unspecified)	0.2	4.7	0.6	0.6	1.6	1.5	-5.9	2.9	5.6	-0.4
CC1CCN(Cc2nnnn2CCCC(=O)N(C)C2CCOC2)CC1 (stereo unspecified)	0.1	6.1	0.4	-1.0	1.2	-5.0	-0.8	-4.4	-2.0	-3.8
CCOc1cc(CN2CCN(Cc3ccc(C)o3)C(CCO)C2)ccc1OC (stereo unspecified)	-2.6	-7.3	0.3	2.5	-2.3	-1.8	-3.7	-6.2	-15.8	5.2
COc1ccc(CN2C(=O)CSC2c2ccncc2)cc1 (stereo unspecified)	-5.4	2.5	0.4	0.8	-3.6	-2.2	-0.6	-3.7	4.8	-1.9

Compounds listed so far with a nitro group on carbon, in the order listed:
SMILES	UHRF1 MBD2 ctr	SIAE inh	proKLK7 act	Tn7 DDE FP	PRMT1 FP inh	DDE Tn6 FP inh	TCR CD3 inh	MBD2 inh	TDP2 inh	LEDGF integ inh
O=C(NNc1ccccc1[N+](=O)[O-])Nc1ccc(F)cc1	-1.4	-1.4	0.6	4.7	1.0	0.5	-7.0	-1.0	0.5	-2.6
O=C1NC(=O)C(=Cc2ccccc2[N+](=O)[O-])S1	-12.8	-3.0	1.1	1.2	9.3	-4.7	-0.8	-13.9	24.8*	-0.1

Going on with the list.
SMILES	UHRF1 MBD2 ctr	SIAE inh	proKLK7 act	Tn7 DDE FP	PRMT1 FP inh	DDE Tn6 FP inh	TCR CD3 inh	MBD2 inh	TDP2 inh	LEDGF integ inh
Cc1ccccc1C(=O)Nc1c(-c2cccs2)c(=O)c2ccccc2n1C	1.8	-1.5	0.4	-4.6	-1.7	-1.0	-3.3	-2.0	-11.9	2.1
Cc1ccnc(NC(=O)CCC(=O)N(CC(=O)NC2CCCCC2)C2CCCC2)c1	1.2	1.4	0.5	-2.6	-3.2	0.0	-1.4	-1.8	-4.9	0.7
O=C(/C=C/c1ccco1)Nc1ccccn1	-5.1	3.7	0.5	2.1	2.4	7.0	-2.2	-1.6	11.8	0.2
CC(=O)Nc1ccc(NC(=O)c2ccccc2N(Cc2ccccc2)S(C)(=O)=O)cc1	3.1	0.3	0.0	0.2	-3.4	5.5	-5.4	-1.6	-14.6	5.6
C/C(=N\NC(=O)c1ccccc1)C1C2C=CC(C2)C1(C)C (stereo unspecified)	-3.1	-7.2	0.1	1.6	0.6	0.0	4.2	1.4	-1.4	0.0
Cc1cc(S(=O)(=O)N2CCOCC2)ccc1F	2.5	-11.5	0.5	7.1	-0.3	-0.7	-6.5	-4.7	-10.8	3.0
COc1ccc(CC(=O)Oc2ccccc2C)cc1	1.5	-1.7	-0.6	-10.2	3.6	-2.7	-8.3	11.0	9.3	-4.8
O=C(Cn1c(=O)c2cccn2c2ccccc21)Nc1cc(F)ccc1F	-1.6	-18.3	0.6	1.4	0.0	-11.8	11.8	1.4	-3.6	5.6
COc1cccc(-c2nc(CCl)cs2)c1OC	2.1	0.3	-0.1	-0.6	3.0	-10.3	-0.9	2.5	-2.5	-4.0
NC(=NCCc1ccc(Cl)cc1)NS(=O)(=O)c1ccccc1	-0.7	-6.1	-0.2	2.0	0.9	0.1	4.7	0.0	-1.2	6.1
Cc1cc(OCC(O)CN(CCO)CCO)ccc1Cl (stereo unspecified)	0.4	-0.2	-0.3	1.4	-0.3	-1.8	-4.5	-0.6	-1.1	0.2
Cc1cc(Cl)c(C)c(S(=O)(=O)Oc2ccccc2NC(=O)CCC(=O)O)c1Cl	0.8	5.0	0.2	-0.4	7.8	1.6	-3.5	1.6	-5.1	-3.9
O=C(Nc1ccccc1C(=O)NC1CC1)c1ccc([N+](=O)[O-])o1	5.6	0.7	-0.5	3.7	4.1	-1.1	-8.5	1.6	-0.1	-4.0
C=CCn1c(C)nnc1SCC(=O)c1[nH]c(C)c(C(C)=O)c1C	3.3	-7.0	-0.4	2.1	3.0	-5.5	-4.7	-2.4	-2.2	-0.8
CC(C)(C)c1ccc(C(=O)N2CCC2(C)C(=O)NCCC#N)cc1 (stereo unspecified)	-5.0	0.1	0.6	1.9	-0.8	2.4	1.3	-1.8	-0.4	11.5
COc1ccccc1N1CCN(C(=O)CCn2c(=O)[nH]c3ccsc3c2=O)CC1	-1.0	-5.0	0.1	1.4	-0.1	8.0	8.4	-1.8	-5.0	-2.7
O=[N+]([O-])c1cccc(OCCCN2CCC(C(O)(c3ccccc3)c3ccccc3)CC2)c1	-2.2	-7.6	0.5	0.3	-4.1	0.9	/	3.9	0.7	-1.9
Cc1ccc2cc(CN(C)C(=O)C3CCCO3)c(=O)[nH]c2c1 (stereo unspecified)	0.4	-2.1	-0.3	3.1	-3.7	-7.2	9.0	-2.7	-2.2	0.0
COc1cccc(NC(=O)CN(C)C(=O)Cc2n[nH]c(=O)c3ccccc23)c1	0.3	7.0	0.0	1.0	-1.3	0.8	1.0	0.3	5.7	-2.2
Cc1c(NC(=O)c2ccccc2F)c(=O)n(-c2ccccc2)n1C	12.7	8.9	-1.0	-4.1	0.3	5.1	4.8	5.3	8.2	-0.4
O=C(OCc1cc([N+](=O)[O-])cc2c1OCOC2)c1ccccn1	-0.2	2.8	0.0	-3.1	-0.6	17.5*	2.1	-2.8	-12.5	-0.8
O=C(O)C1=C[C@@H](c2ccc(C(F)(F)F)cc2)C[C@@H](OCc2ccc(CO)cc2)O1	-0.5	-0.7	0.1	4.6	0.2	2.8	5.3	0.4	2.5	-1.0
O=C(Cc1ccccc1F)Nc1cc(S(=O)(=O)N2CCCC2)ccc1Cl	0.0	3.5	0.2	-3.2	-0.9	3.8	-7.7	-1.2	3.6	-3.9
COc1cccc(N=c2oc3c(C)ncc(CO)c3cc2C(N)=O)c1	-5.9	2.2	-10.3	-6.0	-1.1	7.3	-0.9	-3.5	8.3	-1.1
CCOc1ccc(/C=N/NC(=S)Nc2c(C)cccc2C)cc1	1.0	-4.8	0.0	-5.7	-0.1	-1.4	3.2	1.0	-4.8	1.3
CN1C(=O)c2cc(NS(=O)(=O)c3cccc(F)c3)ccc2OC[C@@H]2O[C@H](CC(=O)O)CC[C@H]21	-1.0	-1.3	0.0	-1.4	-8.7	0.1	/	0.8	-1.6	3.4
CCN1CCN(c2ncc(C(=O)Nc3ccccc3C(=O)OC)c3ccccc23)CC1	-2.8	1.1	1.9	-1.5	-4.1	10.2	1.5	-3.8	-2.2	-0.4
CC(CC(=O)Nc1ccccc1)n1ccnc1 (stereo unspecified)	2.1	-4.3	-0.1	6.3	-2.0	-1.4	-0.9	1.6	-0.4	-3.8
